FN deposition inh = fibronectin deposition inhibition | 350,000 tested, 0.086% active | inhibition, % at 12.6 µM | AH1F fibroblasts, Alexa488-fibronectin deposition fluorescence, overnight | AID 743247;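 active = mean inhibition across replicates of 30% or more, regardless of how many single replicates reach that level; inconclusive = mean under 30% yet at least half of replicates reach 30%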;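 also: positive control wells lacked labelled fibronectin entirely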
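Schedule: 1 h cell adhesion before compound, then overnight fibronectin incubation; test system: AH1F fibroblast monolayer depositing Alexa488-labelled fibronectin into matrix; quantity: 10000 AH1F cells per well; probe or stimulus: fluorescent fibronectin at 24 nM final; signal: fluorescence, ex 485 nm, em 525 nm; evaluation: percent inhibition as loss of matrix-bound fibronectin fluorescence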
EWS-Fli block = EWS/Fli transcriptional activity inhibition. A673 NR0B1-luciferase reporter, viability-normalised. inhibition, % at 12.6 µM. 350,000 tested, 0.67% active. AID 651661;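 active = mean inhibition of at least 50% after viability correction, with every replicate also passing that limit; inconclusive = mean reaches 50% but only one of two replicates passes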;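 also: firefly luciferase signal divided by Alamar Blue viability fluorescence both relative to DMSO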
miR-122 sensor = inhibitors of miR-122 in Huh7 cells; Huh7 miR-122 Renilla luciferase sensor, 48 h; neutral wells = 0, positive control = 100; 340,000 tested, 0.3% active; activation (reporter increase), % at 12.5 µM; AID 602342;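 active = mean replicate activation score at least 90 and every replicate individually at or above 90; inconclusive = only one of the two criteria met; inactive = neither criterion met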;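 also: higher luciferase means less miR-122 activity so hits act as miR-122 inhibitors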
GSIS activator = GLuc luminescence reporter in INS-1E cells, primary screen for activators of glucose-dependent secretion of insulin; INS-1E GLuc reporter insulin secretion, 2-3 h; activation, % at 16.6 µM; 370,000 tested, 0.61% active;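 active = lowest replicate activation of at least 40%, so every replicate reaches that level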;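 also: 0% = median of neutral control wells and 100% = median of IBMX positive control wells; some compounds called inactive have numbers as strong as hits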
CFTR F508del cor = correctors of CFTR F508del function in bronchial epithelial cells. AID 720511. activity (quench increase), % at 7.58 µM. 350,000 tested, 0.36% active. CFBE cells, YFP halide quenching; stimulated with forskolin plus potentiator P3; % fluorescence drop versus neutral controls;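 active = mean added fluorescence quench of at least 8% versus neutral control, with both replicates also reaching 8%; inconclusive = only one of the mean or replicate conditions met; inactive = mean below 8% and not both replicates reaching 8%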;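 also: cells transiently co-express mutant CFTR-F508del with the halide-sensitive YFP; corrector assay measuring rescue of mutant channel to the surface after 24 h compound exposure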
DENV2 CPE = DENV2-induced cell death inhibition. DENV2-infected cells, cytopathic effect rescue, plate reader. CPE inhibition, % at 9.99 µM. 350,000 tested, 1.7% active. AID 651640; in the data active = CPE inhibition above about 20%, passing the limit was not always enough; inconclusive = no clear call, values can overlap the other calls; tested in BHK-21 cells;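 also: 0% = median of neutral control wells and 100% = median of positive control wells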
PAX8 reporter = inhibitors of PAX8 transcriptional activity in RMG-I cells. AID 652154. inhibition, % at 12.6 µM. RMG-I TPO-luciferase reporter, SteadyGlo, 24 h. 360,000 tested, 1.2% active;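 active = mean replicate inhibition at least 60% with every replicate also reaching 60%; inconclusive = only one of the two criteria is met; inactive = mean below 60% and not all replicates reaching 60%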;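 also: luciferase light reporting Pax8 driven TPO promoter activity; plate controls were median of neutral control wells for no effect and mitoxantrone controls for full effect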
Numbers without * were called inactive; u = inconclusive; x = not tested or not shown; & = joins results of further samples; [ ] = remark or other dose.

SMILES	FN deposition inh	EWS-Fli block	miR-122 sensor	GSIS activator	CFTR F508del cor	DENV2 CPE	PAX8 reporter
C[C@H](CO)N1C[C@H](C)[C@@H](CN(C)C(=O)Nc2ccc3c(c2)OCO3)OCCCC[C@H](C)Oc2ccc(NC(=O)Nc3cccc4ccccc34)cc2C1=O	5	4	8[16.7 µM]	-18	-0.3	0	2
NC(=O)[C@H]1CC2(CC(c3cccc(NC(=O)COc4ccc(Cl)cc4)c3)=NO2)CN1C(=O)c1ccc(Cl)cc1 (stereo partly drawn)	10	-7	-4	x	-3.8	0	3
CN1C(=O)c2cc(NC(=O)c3ccc(F)c(F)c3)ccc2OC[C@@H]2O[C@@H](CC(=O)O)CC[C@H]21	-4	-5	-8[16.7 µM]	4	-1.5	0	-11
C[C@H](CO)N1C[C@H](C)[C@@H](CN(C)C(=O)CCCN(C)C)OCCCC[C@H](C)Oc2ccc(NC(=O)Nc3cccc4ccccc34)cc2C1=O	x	0	11[16.7 µM]	2	-1.3	-2	-1
CCc1cc(=O)oc2c(C)c(OCC(=O)NCCN3CCOCC3)ccc12	7	7	0	2	5.7	2	-15
Cc1nc2ccccc2n1C1CCN(CC(=O)Nc2ccccc2Br)CC1	2	12	x	12	1.4	-1	37
CCN(CC)C(=O)[C@H]1CC(CC(=O)NC/C=C(\C)CCC=C(C)C)C(=O)N2CCc3c([nH]c4ccccc34)[C@]12C (stereo partly drawn)	-9	3	2	-29	1.4	11	17
C[C@@H]1CN([C@@H](C)CO)C(=O)c2cc(NS(=O)(=O)c3ccccc3)ccc2O[C@H]1CN(C)C(=O)Nc1cccc2ccccc12	x	-9	0[16.7 µM]	13	0.0	27*	-15
Cc1ccc(C(=O)NNC(=O)c2ccccc2O)cc1S(=O)(=O)N1CCCCC1	5	9	x	-9	-1.0	14	4
COc1cc(C(C)=O)ccc1OCC(O)CN1CCN(c2ccccn2)CC1 (stereo not drawn)	4	10	-3	27	-2.2	4	1
CCCNC(=O)N(C)C[C@H]1Oc2cc(-c3ccccc3F)ccc2S(=O)(=O)N([C@@H](C)CO)C[C@@H]1C	12	6	x	-1	-0.4	-3	-1
CCOc1ccc(/C=C2/SC(=S)N(CCC(=O)Nc3ccc(C(=O)O)cc3)C2=O)cc1	11	-73	2	-1	-1.4	-2	x
Cc1ccc(-c2nn3cnnc3c3ccccc23)cc1C	3	-4	8	21	-3.2	-4	16
C[C@H](CO)N1C[C@H](C)[C@H](CN(C)S(C)(=O)=O)Oc2ncc(C#Cc3cccnc3)cc2C1=O	x	-4	8[16.7 µM]	-2	1.4	1	x
COc1cc(NS(=O)(=O)c2c(C)[nH]c(C)c2C(=O)N2CCCCC2)cc(OC)c1OC	-1	x	1	-4	-3.9	-4	4
O=C(NC(=S)Nc1ccc(Cc2ccncc2)cc1)c1ccccc1F	x	2	x	-7	0.9	-6	-23
COc1ccc(CN2C[C@@H](O)COC[C@H]3O[C@H](CC(=O)NCc4ccncn4)CC[C@@H]32)cc1	-4	1	-5[16.7 µM]	18	-1.1	1	6
COc1ccc(S(=O)(=O)N2CCN(c3ccc(F)cc3)CC2)cc1C(=O)N1CCCC1	-4	-1	x	2	-2.5	5	2
O=C(c1cccnc1)N1C[C@H]2[C@@H](c3ccccc31)[C@H](CO)N2CC1CCCCC1	x	-2	-2[16.7 µM]	9	2.7	-4	6
O=C1N=c2ccccc2=C1c1sc(NS(=O)(=O)c2ccccc2)nc1O	3	14	x	1	0.1	-3	-9
CC(NC(=O)c1ccccc1Br)c1nnc(SCC(=O)NC2=NCCS2)n1C (stereo not drawn)	0	1	-10	-3	0.8	3	6
O=C(N[C@H]1CC[C@@H](CCNS(=O)(=O)c2cccc(Cl)c2)O[C@H]1CO)c1ccccc1	x	0	x	12	-1.6	-1	0
Cc1cc(Nc2ccc(Br)cc2F)n2nc(C)nc2n1	0	9	-2	6	-2.8	13	5
CCc1ccc2[nH]c(=O)c(CN(Cc3ccc4c(c3)OCO4)Cc3nnnn3C3CCCC3)cc2c1	x	18	9	-9	-1.4	-2	x
CS(=O)(=O)Nc1ccc(C2=NN(C(=O)c3cccc(F)c3)C(c3cccs3)C2)cc1 (stereo not drawn)	3	15	-12	-8	-1.7	-1	0
(listing goes on)
SMILES	FN deposition inh	EWS-Fli block	miR-122 sensor	GSIS activator	CFTR F508del cor	DENV2 CPE	PAX8 reporter
O=c1[nH]c(-c2ccccc2)nc2sc(-c3ccccc3)cc12	15	0	x	0	7.8	16	-85
COC(=O)C1=C(C)OC(N)=C(C#N)C1c1cc2cc(C)ccc2nc1Cl (stereo not drawn)	7	-8	x	-21	0.3	u	11
Oc1cc2ccccc2nc1-c1ccccc1Cl	3	-6	x	1	-3.0	0	-6
O=C(COc1ccccc1/C=C1\SC(=O)NC1=O)Nc1ccc(F)cc1	-17	13	x	-28	1.0	x	-9
COc1ccc(NC(=O)CCC(=O)N2CCCC2)c([N+](=O)[O-])c1	0	-1	-6	3	-1.9	-7	x
CCOC(=O)N(C)C[C@@H]1OCc2cnnn2CCCC(=O)N([C@H](C)CO)C[C@@H]1C	-2&6	5&6&-12	-3	0&7	-0.9&-0.7&-0.9	-4&12&-3	-6&2
Cc1ccc(OCCSc2nc3ccccc3n2CCC(=O)O)c(C(C)C)c1	x	1	-3	-6	-3.3	u	-14
O=C(NN=C1CCCC1)c1n[nH]c2c1CCCC2	-7	-73	x	-1	-2.0	0	-112
C[C@@H]1CCCCO[C@@H](CN(C)Cc2ccccc2)[C@@H](C)CN([C@@H](C)CO)C(=O)c2cc(NC(=O)Nc3ccc(F)cc3)ccc2O1	x	-8	2[16.7 µM]	-12	-0.8	-2	11
CCOCCCNC(=O)c1ccccc1NC(=O)C1=C(C)OCCS1	0	15	x	x	-1.3	-2	-10
Cc1cccc(N/C(N)=N/c2nc(C)cc(=O)[nH]2)c1	6	0	x	3	-1.3	-10	-1
C[C@@H]1CN([C@@H](C)CO)C(=O)c2cc(C#CCN(C)C)cnc2O[C@H]1CN(C)C(=O)NC1CCCCC1	-4	4	-4[16.7 µM]	24	x	0	-8
C[C@@H]1CN([C@@H](C)CO)C(=O)CCCn2nncc2CO[C@@H]1CN(C)Cc1ccc(Cl)c(Cl)c1	15	1	-5[16.7 µM]	-13	0.1	-4	x
COc1cccc(CSc2nccn2C)c1	-8	-18	1	1	1.3	8	-27
COc1ccc([N+](=O)[O-])cc1NC(=O)COC(=O)c1ccccc1O	-2	-7	3	7	-2.6	-1	9
C[C@H](CO)N1C[C@H](C)[C@@H](CN(C)Cc2ccc(Cl)c(Cl)c2)OCCCC[C@H](C)Oc2ccc(NC(=O)Nc3ccc(C(F)(F)F)cc3)cc2C1=O	x	-1	6[16.7 µM]	6	4.3	-4	84*
CCOC(=O)N1C2c3ccccc3C(c3ccccc32)N1C(=O)OCC	-11	2	x	22	0.2	0	-17
O=C(COC(=O)c1cc(=O)[nH]c2ccc(Br)cc12)c1ccccc1	3	-1	x	4	-0.7	-5	-3
COc1ccccc1C#Cc1ccc2c(c1)[C@@H]1[C@@H](CCN1C(=O)Cc1ccccc1)[C@H](CO)N2	12	x	x	-1	4.1	42*	x
COc1ccccc1NS(=O)(=O)c1cccc(NC(=O)Cc2cccs2)c1	2	-19	67	-9	1.4	-3	18
Cn1c(=O)c2cc(NC(=S)NC3CCCCC3)ccc2n1Cc1ccc(F)cc1	-10	-3	-6	-10	1.4	u	-4
CCCC(=O)Nc1ccc2c(c1)OC[C@@H](C)N(C(=O)c1ccccn1)C[C@@H](C)[C@H](OC)CN(C)C2=O	3	15	x	x	-2.6	-9	-13
O=C(Nc1ccccc1)c1ccc(NCC2CCCO2)c(S(=O)(=O)N2CCOCC2)c1 (stereo not drawn)	2	x	4	x	x	x	7
Cc1cc(C)c2nc(NC(=O)C3CC(=O)N(Cc4ccco4)C3)sc2c1 (stereo not drawn)	-6	21	-1	-14	-6.7	1	8
CCCC(=O)NC(=S)Nc1ccc(S(=O)(=O)N2CCc3ccccc32)cc1	-6	15	6	x	0.0	-18	-1

Reprinted at random: 4 entries already listed, in no set order.
SMILES	FN deposition inh	EWS-Fli block	miR-122 sensor	GSIS activator	CFTR F508del cor	DENV2 CPE	PAX8 reporter
O=C(COc1ccccc1/C=C1\SC(=O)NC1=O)Nc1ccc(F)cc1	-17	13	x	-28	1.0	x	-9
COc1ccccc1C#Cc1ccc2c(c1)[C@@H]1[C@@H](CCN1C(=O)Cc1ccccc1)[C@H](CO)N2	12	x	x	-1	4.1	42*	x
Cn1c(=O)c2cc(NC(=S)NC3CCCCC3)ccc2n1Cc1ccc(F)cc1	-10	-3	-6	-10	1.4	u	-4
CCOCCCNC(=O)c1ccccc1NC(=O)C1=C(C)OCCS1	0	15	x	x	-1.3	-2	-10

One compound at a time, as listed above. Order of screens: FN deposition inh, EWS-Fli block, miR-122 sensor, GSIS activator, CFTR F508del cor, DENV2 CPE, PAX8 reporter
Entry for Cc1ccc(OCCSc2nc3ccccc3n2CCC(=O)O)c(C(C)C)c1 = x, 1, -3, -6, -3.3, u, -14
Entry for CCOCCCNC(=O)c1ccccc1NC(=O)C1=C(C)OCCS1 = 0, 15, x, x, -1.3, -2, -10

Further records
SMILES	FN deposition inh	EWS-Fli block	miR-122 sensor	GSIS activator	CFTR F508del cor	DENV2 CPE	PAX8 reporter
CC(=O)Nc1ccc(N(C(=O)c2ccco2)C(C(=O)NC2CCCC2)c2ccncc2)cc1 (stereo not drawn)	2	24	-5	7	2.4	-3	5
C[C@@H]1CCCCO[C@H](CN(C)S(=O)(=O)c2ccccc2)[C@@H](C)CN([C@@H](C)CO)C(=O)c2cc(NC(=O)c3ccncc3)ccc2O1	-13	-1	-1[16.7 µM]	-22	1.2	83*	-6
C[C@@H]1CN([C@H](C)CO)C(=O)c2cc(-c3cccc(C#N)c3)cnc2O[C@H]1CN(C)Cc1ccncc1	-68	-10	-1[16.7 µM]	0	1.2	-7	x
Cc1cc(NC(=O)C2CC(c3c(F)cccc3Cl)=NO2)n(-c2ccccc2)n1 (stereo not drawn)	-4	-4	x	1	-2.1	x	10
COc1ccccc1/C=C/C(=O)OCC(=O)c1c[nH]c2ccccc12	6	8	x	4	3.6	-6	30
C[C@@H]1CCCCO[C@H](CN(C)Cc2ccc3c(c2)OCO3)[C@@H](C)CN([C@H](C)CO)C(=O)c2cc(NC(=O)NC3CCCCC3)ccc2O1	x	-5	11[16.7 µM]	-10	-2.5	u	8
COc1ccc(S(=O)(=O)N2CCOCC2)cc1NC(=O)CCc1c[nH]c2ccccc12	0	12	-2	9	0.3	7	11
Cn1c(=O)c(C(=O)NNC(=O)c2cccc(Cl)c2)c(O)c2ccccc21	4	-3	1	545*	3.2	19	5
C[C@@H]1CN([C@@H](C)CO)C(=O)Cc2cc(NC(=O)Nc3ccc(F)cc3)ccc2O[C@H]1CN(C)C(=O)Nc1ccccc1	-13	-1	-4[16.7 µM]	-4	-1.0	-4	8
CC(C)(C)c1nc(NCCN2CCOCC2)c2nnn(Cc3ccccc3Cl)c2n1	x	16	x	-12	3.9	0	x
CCc1ccc(C2=NN(S(C)(=O)=O)C(c3cccs3)C2)cc1 (stereo not drawn)	-10	x	15	x	x	x	-82
COc1cc(CN2CCC(C(=O)N3CCN(c4ccccc4F)CC3)CC2)cc(OC)c1OC	6	x	-3	x	x	x	-16
COc1ccc(NC(=O)CCSc2ccc(C)cc2)cc1	4	-13	x	8	x	6	-9

Screening data from PubChem.
